Screening data: PubChem, National Center for Advancing Translational Sciences (NCATS)
D2 ag = HTS Assay for Allosteric Agonists of the Human D2 Dopamine Receptor: Primary Screen for Agonists; 340,000 compounds, 0.53% hits; HEK293 T-REx D2 cells, calcium flux agonist mode; AID 485358, 2010; activation, % at 2 µM; D(2) dopamine receptor (Homo sapiens), P14416;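 active = activation over 3 SD above normal in the single-dose calcium agonist read, cut at about 30% in these data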; note: 0% is about no effect
Target sequence (P14416 whole entry, looked up): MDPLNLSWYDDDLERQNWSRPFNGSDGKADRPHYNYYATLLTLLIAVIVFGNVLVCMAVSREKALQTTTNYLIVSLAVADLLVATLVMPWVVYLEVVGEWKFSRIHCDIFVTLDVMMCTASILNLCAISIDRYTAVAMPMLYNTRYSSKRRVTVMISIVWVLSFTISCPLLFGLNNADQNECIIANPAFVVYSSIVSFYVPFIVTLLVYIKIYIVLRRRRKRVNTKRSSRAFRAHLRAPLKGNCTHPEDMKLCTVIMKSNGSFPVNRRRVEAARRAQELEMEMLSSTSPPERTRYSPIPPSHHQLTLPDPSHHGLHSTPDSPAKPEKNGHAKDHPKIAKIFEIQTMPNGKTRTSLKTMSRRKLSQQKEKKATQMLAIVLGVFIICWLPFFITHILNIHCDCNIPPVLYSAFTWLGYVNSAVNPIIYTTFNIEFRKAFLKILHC
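Tetracycline-induced HEK293 Trex cells with D2 receptor force-coupled to calcium signaling, plated overnight at 30 C and loaded with no-wash calcium dye. Calcium flux read kinetically for 180 s after compound addition; responses flag agonists.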
TRHR ag = qHTS for Small Molecule Agonists and Allosteric Enhancers of Human TRH Receptor: Primary Screen for Agonists; Thyrotropin-releasing hormone receptor (Homo sapiens), P34981; TRHR cells, calcium flux fluo-8, FDSS agonist mode; activation, % at 2 µM; 360,000 compounds, 0.18% hits; in the data active = activation above about 30%; note: 0% is about no effect
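TRHR-expressing cells, plated overnight in medium with 10% serum, were loaded with fluo-8 calcium dye at room temperature. After a 10 s baseline, library compound was pin-added and calcium release was recorded kinetically (ex 480/em 530) as agonist response.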
TrxR1 substrate = qHTS Assay for Substrates of Mammalian Selenoprotein Thioredoxin Reductase 1 (TrxR1): qHTS. Thioredoxin reductase 1, cytoplasmic (Rattus norvegicus), O89049. purified TrxR1 substrate turnover, NADPH consumption readout. Potency, µM (titrated, usually from 114 µM), for inactives: top-dose activity change, negative = substrate turnover. 390,000 compounds, 0.01% hits; note: potency is the fitted concentration of half-maximal effect; % is set by controls: 0 for no effect and ±100 for the full control effect; nearly all actives have a fitted effect of over 50% in size
Target sequence (O89049 whole entry, looked up): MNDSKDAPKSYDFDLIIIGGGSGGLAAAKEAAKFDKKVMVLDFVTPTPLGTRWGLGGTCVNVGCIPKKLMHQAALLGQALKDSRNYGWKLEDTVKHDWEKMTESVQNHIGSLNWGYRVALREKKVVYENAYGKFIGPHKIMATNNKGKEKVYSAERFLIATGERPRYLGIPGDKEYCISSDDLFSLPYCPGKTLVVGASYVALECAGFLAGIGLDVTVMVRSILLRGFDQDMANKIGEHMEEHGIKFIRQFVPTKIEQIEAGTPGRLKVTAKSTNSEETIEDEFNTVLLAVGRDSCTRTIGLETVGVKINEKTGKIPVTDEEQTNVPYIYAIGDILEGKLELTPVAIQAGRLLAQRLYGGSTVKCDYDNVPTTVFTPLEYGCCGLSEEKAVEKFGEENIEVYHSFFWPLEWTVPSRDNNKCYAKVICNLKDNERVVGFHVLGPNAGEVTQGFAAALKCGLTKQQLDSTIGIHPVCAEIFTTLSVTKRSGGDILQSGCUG
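Rat TrxR1, dispensed at 90 nM, was prereduced with 400 uM NADPH (final) for 5 min at ~22 deg C, then incubated with compound 15 min before 400 uM selenite. A first-read NADPH fluorescence drop versus no-compound background flagged substrates.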
USP1-UAF1 inh = Inhibitors of USP1/UAF1: Primary Screen; 390,000 compounds, 0.23% hits; Ubiquitin carboxyl-terminal hydrolase 1 (Homo sapiens), O94782; Potency, µM (doses to about 57.1 µM), inactives show top-dose activity change, negative = inhibition, hits mostly inhibitors; recombinant USP1/UAF1, Ub-Rhodamine cleavage fluorescence; note: potency is the fitted concentration of half-maximal effect; % is set by controls: 0 for no effect and ±100 for the full control effect; nearly all actives have a fitted effect of over 60% in size; inactives centre near -12
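USP1/UAF1 complex (1 nM) preincubated 15 min at room temperature with compound, then Ub-Rho substrate (150 nM final) added. Kinetic fluorescence at 480/540 nm over 6 reads at 60 s intervals; 50 mM HEPES pH 7.8, 0.5 mM EDTA, 0.1 mg/ml BSA, 1 mM TCEP, 0.01% Tween-20.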
mIDH1 inhibitor = qHTS for Inhibitors of mutant isocitrate dehydrogenase 1 (IDH1): qHTS; 390,000 compounds, 0.093% hits; AID 602179, 2012; Potency, µM (top dose mostly 76.6 µM), for inactives: at the highest dose activity change, negative = inhibition, most hits filed as inhibitors; Isocitrate dehydrogenase [NADP] cytoplasmic (Homo sapiens), O75874; IDH1-R132H enzyme, NADPH consumption, diaphorase/resazurin fluorescence; note: potency is the fitted concentration of half-maximal effect; % is set by controls: 0 for no effect and ±100 for the full control effect; nearly all actives have a fitted effect of over 65% in size
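IDH1-R132H (0.5 ug/mL) preincubated 30 min with compound, then NADPH (0.016 mM) and alpha-KG (2 mM) added; 80 min at RT, pH 7.5. Remaining NADPH coupled via diaphorase/resazurin to fluorescence (540/590 nm); concentration-response curves normalized to no-enzyme control.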
Pin1 inh = qHTS Assay to Find Inhibitors of Pin1; Pin1 FP peptide displacement, HiFluor488, 10 min; 390,000 compounds, 0.009% hits; Peptidyl-prolyl cis-trans isomerase NIMA-interacting 1 (Homo sapiens), Q13526; AID 504891, 2011; Potency, µM (titrated, usually from 115 µM), without a hit: at the top dose activity, negative = inhibition, most hits filed as inhibitors; active = well fitted inhibition curve with a large enough effect in the polarisation, with a control signal flat, not every such curve was filed as active; inconclusive = small, poorly fitted or top-dose-only effect, or effect the other way, or a change in a side signal; inactive = no such curve, though single readings can be large or run the other way; the % refers to the polarisation; note: potency is the fitted concentration of half-maximal effect; % is set by controls: 0 for no effect and ±100 for the full control effect
TRHR enhancer = qHTS for Small Molecule Agonists and Allosteric Enhancers of Human TRH Receptor: Primary Screen for Enhancers; Thyrotropin-releasing hormone receptor (Homo sapiens), P34981; TRHR cells, fluo-8 calcium fluorescence, EC20 TRH enhancement; enhancement, % at 2 µM; 360,000 compounds, 0.66% hits; AID 493056, 2011; in the data active = enhancement above about 30%; note: 0% is about no effect
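Enhancer read-out: after compound pinning and an initial kinetic agonist-mode read, an EC20 of TRH (10 nM final) was injected and fluo-8 calcium signal (Ex 480/Em 530) followed at 1 s/cycle for 100 cycles in TRHR-expressing cells.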
TrxR1 inh = qHTS Assay for Inhibitors of Mammalian Selenoprotein Thioredoxin Reductase 1 (TrxR1): qHTS; Thioredoxin reductase 1, cytoplasmic (Rattus norvegicus), O89049; recombinant rTrxR1, NADPH fluorescence consumption, selenite substrate; Potency, µM (titrated, usually from 114 µM), without a hit: at the top dose activity change, negative = inhibition, actives largely listed as inhibitors; 390,000 compounds, 1% hits; AID 588453, 2011; note: potency is the fitted concentration of half-maximal effect; % is set by controls: 0 for no effect and ±100 for the full control effect; nearly all actives have a fitted effect of over 65% in size
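Rat TrxR1 (90 nM in the dispensed reagent) was pre-reduced with 400 uM NADPH for 5 min at room temperature, then incubated with compound for 15 min. After 400 uM selenite was added, NADPH fluorescence (Ex 340/Em 450 nm) was followed for 8 min.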
D2 antagonist = HTS Assay for Allosteric Antagonists of the Human D2 Dopamine Receptor: Primary Screen for Antagonists | D(2) dopamine receptor (Homo sapiens), P14416 | HEK293 TREx D2 cells, calcium flux, dopamine EC80 | inhibition, % at 10 µM | 340,000 compounds, 2% hits | AID 485344, 2010; in the data active = inhibition above about 30%; note: 0% is about no effect
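Calcium mobilization kinetics were recorded at 1 s intervals in tetracycline-induced HEK293 T-REx D2 cells, first for 180 s after compound addition and then 180 s after EC80 dopamine.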
The depositor's hits bear a star; ? = inconclusive; / = no result given; [ ] = remark or other dose. Unless noted, calls come from the whole dose curve; as a rule, active = well fitted inhibition curve with a large enough effect; inconclusive = small, poorly fitted or top-dose-only effect; inactive = no such curve, though single readings can be large or run the other way.

nr	canonical_smiles	D2 ag	TRHR ag	TrxR1 substrate	USP1-UAF1 inh	mIDH1 inhibitor
1	CC12CCC(C(=O)NCc3ccc(F)cc3)(OC1=O)C2(C)C (stereo unspecified)	1.3	-0.7	13.4%[57.1 µM]	-4.2%	10.1%
2	O=S(=O)(c1ccc(Br)s1)N1CCC(Cc2ccccc2)CC1	0.3	-1.2	10.3%[57.1 µM]	-15.2%	0.6%
3	CCOc1cc(C#N)c(NC(=O)c2cccc(S(=O)(=O)N3CCOCC3)c2)cc1OCC	-1.3	-3.1	-7.8%	-11.4%	/
4	COc1ccc(CSc2nc(C)cc(=O)[nH]2)cc1Br	1.2	-0.6	10.9%	-5.4%	10.6%
5	CC1CC(C)(C)CC2(C1)NC(=O)N(CC(=O)Nc1cc([N+](=O)[O-])ccc1F)C2=O (stereo unspecified)	0.8	0.6	-6.2%	-15.3%	-21.1%
6	O=C(OCc1cccc2ccccc12)c1ccc2c(=O)[nH]c(CN3CCOCC3)nc2c1	-0.1	-0.3	5.2%	-10.9%	-1.7%
7	COC(=O)COc1ccc(S(=O)(=O)NCc2cccnc2)cc1C	1.2	-0.1	-6.5%	-21.3%	-3.4%
8	CCCN(CC(=O)Nc1ccccc1C)C(=O)c1cccc(S(=O)(=O)N2CCc3ccccc3C2)c1	0.6	0.1	-7.1%	-12.8%	8.7%
9	O=C(Nc1ccccn1)c1ccc(NC(=O)c2ccco2)cc1	-0.2	0.7	7.3%[57.1 µM]	-19.2%	3.5%
10	CC(C)CN(CC(C)C)S(=O)(=O)c1ccc(C(=O)Nc2sc3c(c2C(N)=O)CCN(C(C)C)C3)cc1	2.0	17.8	-1.0%[57.1 µM]	24.7%	-3.8%
11	CCCc1nnc(SCC(=O)Nc2ccc(OCC)cc2)n1N	-1.2	0.2	2.3%	-15.8%	0.9%
12	COc1ccccc1CN(C)C(=O)c1cccc(S(=O)(=O)N2CCc3ccccc3C2)c1	0.4	0.3	-1.6%	-22.7%	-1.7%
13	CCCCn1c(N)c(N(CCOC)C(=O)c2cc(CC)c(C)s2)c(=O)[nH]c1=O	0.7	-0.1	-7.5%	-11.1%	-0.7%
14	O=C(CNC(=O)c1ccccc1O)N/N=C/c1cc(Br)ccc1OC(=O)/C=C/c1ccco1	-0.6	1.4	-7.2%	-17.5%	-6.9%
15	O=C(CSc1nnc(-c2ccncc2)n1-c1ccccc1)NCC1CCCO1 (stereo unspecified)	0.1	-0.1	4.5%	-23.5%	6.0%

nr	Pin1 inh	TRHR enhancer	TrxR1 inh	D2 antagonist
1	5.0%	3.8	19.5%[57.1 µM]	5.8
2	51.4%[activator]	-1.9	2.0%	-4.9
3	-2.3%	3.4	-3.1%	/
4	-0.3%	-4.0	20.2%	2.7
5	-4.3%	1.8	11.5%	5.2
6	-8.0%	-3.1	20.0%	24.5
7	-5.2%	-7.8	-5.4%	5.8
8	6.0%	-1.5	14.3%	-7.4
9	5.2%	2.6	22.1%[57.1 µM]	2.3
10	?	8.6	19.8%[57.1 µM]	/
11	2.1%	2.1	7.0%	-15.6
12	-7.4%	1.6	19.1%	-3.7
13	-0.7%	3.7	-11.1%	-0.8
14	47.5%[activator]	14.7	?	11.8
15	-2.2%	-5.7	17.9%	24.1

(next part)
nr	canonical_smiles	D2 ag	TRHR ag	TrxR1 substrate	USP1-UAF1 inh	mIDH1 inhibitor
16	O=C(O)Cc1ccc(NC(=O)C(c2ccccc2)c2ccccc2)cc1	/	0.5	5.5%[57.1 µM]	-14.2%	1.1%
17	Cc1ccccc1C(=O)c1c[nH]c(C(=O)NCc2ccco2)c1	-1.2	-1.6	1.4%[57.1 µM]	-4.0%	3.4%
18	COc1ccc(-n2c(-c3ccc(Cl)cc3)c[nH]c2=S)cc1	-1.2	-1.0	-0.5%	-16.5%	5.3%
19	Cc1ccc(C(=O)OCC(=O)NC2CCCCC2)o1	0.2	0.3	-2.5%[57.1 µM]	-18.2%	2.2%
20	COc1cc(NS(=O)(=O)c2ccc(NC(=O)c3ccc(C(C)=O)cc3)cc2)nc(OC)n1	/	-0.4	4.3%	?	/
21	CCOc1ccc(-c2nnc(SCC(=O)N3CCNC3=O)o2)cc1	0.2	-0.1	9.0%	-17.9%	-10.9%
22	NC1=NC(=O)CC(C(=O)Nc2cccc3ccccc23)S1 (stereo unspecified)	1.7	0.2	2.7%[57.1 µM]	-22.4%	-7.1%
23	COc1cc(/C=N/NC(=O)CC2(C)OCCO2)cc(Br)c1O	0.6	0.2	9.7%	-13.0%	-1.3%
24	CCC(C)(C)n1nnnc1C(c1cc2cc(C)cc(C)c2[nH]c1=O)N1CCN(Cc2ccc3c(c2)OCO3)CC1 (stereo unspecified)	4.0	1.4	3.4%	-5.0%	0.9%
25	COc1cc(OC)cc(C(=O)Nn2cc(C(=O)Nc3ccccc3F)c3ccccc3c2=O)c1	/	-1.2	-1.5%	-8.6%	1.4%
26	CCOC(=O)c1cc(CC)sc1NC(=O)C(c1ccccc1)c1ccccc1	-2.1	1.1	-2.0%[57.1 µM]	-4.8%	-2.6%
27	CCOC(=O)C1CCCN(C(=O)CCc2nnc(-c3ccc(C(C)=O)s3)o2)C1 (stereo unspecified)	-0.6	-0.4	-4.2%[57.1 µM]	-14.2%	1.1%
28	COC(=O)c1cc(Cl)c(NC(=O)/C=C/c2ccc(OC)cc2)cc1OC	0.3	-0.1	22.4%	-17.5%	-3.6%

nr	Pin1 inh	TRHR enhancer	TrxR1 inh	D2 antagonist
16	-6.2%	-0.1	19.0%[57.1 µM]	/
17	-3.8%	-5.9	-11.0%[57.1 µM]	-14.4
18	3.2%	-0.3	15.3%	-9.9
19	0.3%	4.7	-0.9%[57.1 µM]	-13.6
20	0.0%	-4.3	10.5%	/
21	-0.9%	16.2	22.0%	4.5
22	0.2%	8.2	6.2%[57.1 µM]	2.6
23	-3.5%	-6.5	-14.5%	-7.3
24	0.7%	12.8	11.9%	-36.4
25	11.6%	-4.4	19.5%	/
26	5.2%	-4.1	6.2%	0.4
27	-3.0%	4.6	5.4%[57.1 µM]	13.5
28	0.1%	-1.8	3.2%	-4.0

Numbers 16 through 20, reprinted for reference:
nr	canonical_smiles	D2 ag	TRHR ag	TrxR1 substrate	USP1-UAF1 inh	mIDH1 inhibitor
16	O=C(O)Cc1ccc(NC(=O)C(c2ccccc2)c2ccccc2)cc1	/	0.5	5.5%[57.1 µM]	-14.2%	1.1%
17	Cc1ccccc1C(=O)c1c[nH]c(C(=O)NCc2ccco2)c1	-1.2	-1.6	1.4%[57.1 µM]	-4.0%	3.4%
18	COc1ccc(-n2c(-c3ccc(Cl)cc3)c[nH]c2=S)cc1	-1.2	-1.0	-0.5%	-16.5%	5.3%
19	Cc1ccc(C(=O)OCC(=O)NC2CCCCC2)o1	0.2	0.3	-2.5%[57.1 µM]	-18.2%	2.2%
20	COc1cc(NS(=O)(=O)c2ccc(NC(=O)c3ccc(C(C)=O)cc3)cc2)nc(OC)n1	/	-0.4	4.3%	?	/

nr	Pin1 inh	TRHR enhancer	TrxR1 inh	D2 antagonist
16	-6.2%	-0.1	19.0%[57.1 µM]	/
17	-3.8%	-5.9	-11.0%[57.1 µM]	-14.4
18	3.2%	-0.3	15.3%	-9.9
19	0.3%	4.7	-0.9%[57.1 µM]	-13.6
20	0.0%	-4.3	10.5%	/

Shown as tab-separated lines: part of the list above
no.	Molecule	D2 ag	TRHR ag	TrxR1 substrate	USP1-UAF1 inh	mIDH1 inhibitor	Pin1 inh	TRHR enhancer	TrxR1 inh	D2 antagonist
24	CCC(C)(C)n1nnnc1C(c1cc2cc(C)cc(C)c2[nH]c1=O)N1CCN(Cc2ccc3c(c2)OCO3)CC1 (stereo unspecified)	4.0	1.4	3.4%	-5.0%	0.9%	0.7%	12.8	11.9%	-36.4
18	COc1ccc(-n2c(-c3ccc(Cl)cc3)c[nH]c2=S)cc1	-1.2	-1.0	-0.5%	-16.5%	5.3%	3.2%	-0.3	15.3%	-9.9

These rows are one share of the data, so the mix of outcomes need not match the whole.
